# From PubChem BioAssay
# mIAP inh – mouse IAP inhibition | purified mouse IAP, CDP-Star luminescence, 30 min | inhibition, % at 10 µM | 330,000 tested, 0.2% active;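 active = inhibition of at least 40% at 10 µM in the primary screen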;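 note: plate controls were DMSO with enzyme for no effect and no enzyme wells for full effect; values of inactives mirror those of a sister screen read the other way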
# mIAP act – increases mouse intestinal alkaline phosphatase activity. 330,000 tested, 0.24% active. muIAP, CDP-Star luminescence, 30 min; active compounds read high; 1 = vehicle-only enzyme signal, 0 = enzyme-free wells. activation factor at 10 µM. AID 2805;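 active = activation factor of at least 2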; note: the source names both 10 and 20 µM as test concentration; values of inactives mirror those of a sister screen read the other way
#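 Assay system: mouse IAP enzyme; reagent: chemiluminescent substrate CDP-Star; dosing: test compounds delivered from DMSO solution; schedule: 30 min at room temperature; measured by: luminescence from enzymatic CDP-Star hydrolysis; controls: DMSO-only wells and no-enzyme negative control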
# A3G deaminase – APOBEC3G (human) deaminase inhibition. 330,000 tested, 0.28% active. Q9HC16. recombinant A3G, ssDNA deamination FAM/TAMRA fluorescence. inhibition, % at 20 µM;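 active = inhibition of at least 40% at 20 µM, with no more than 30% in the related APOBEC3A deaminase screen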;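 note: plate controls were DMSO wells with A3G for no effect and wells lacking A3G enzyme for full effect; some compounds called inactive have numbers as strong as hits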
# Target sequence (Q9HC16 whole entry, looked up): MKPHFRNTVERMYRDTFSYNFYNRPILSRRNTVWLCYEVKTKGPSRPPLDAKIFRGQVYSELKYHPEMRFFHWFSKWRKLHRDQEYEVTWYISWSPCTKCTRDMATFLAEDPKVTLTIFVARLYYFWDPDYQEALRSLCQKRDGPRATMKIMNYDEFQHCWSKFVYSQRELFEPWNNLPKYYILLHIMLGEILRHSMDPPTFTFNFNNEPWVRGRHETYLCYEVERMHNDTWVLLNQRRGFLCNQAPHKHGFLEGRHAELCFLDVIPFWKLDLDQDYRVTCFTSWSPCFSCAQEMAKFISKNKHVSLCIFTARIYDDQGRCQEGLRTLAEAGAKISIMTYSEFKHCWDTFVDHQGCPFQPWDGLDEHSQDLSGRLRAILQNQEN
# A3A deaminase – blocks human APOBEC3A ssDNA deamination; 330,000 tested, 0.41% active; P31941; recombinant A3A, FAM/TAMRA ssDNA deamination fluorescence; inhibition, % at 20 µM; AID 493011;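 active = at least 40% inhibition at 20 µM here, with at most 30% in a related deaminase screen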;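 note: plate controls were A3A with DMSO for no effect and wells lacking A3A enzyme for full effect; some results filed as inactive read as strong as hits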
# Target sequence (P31941 whole entry, looked up): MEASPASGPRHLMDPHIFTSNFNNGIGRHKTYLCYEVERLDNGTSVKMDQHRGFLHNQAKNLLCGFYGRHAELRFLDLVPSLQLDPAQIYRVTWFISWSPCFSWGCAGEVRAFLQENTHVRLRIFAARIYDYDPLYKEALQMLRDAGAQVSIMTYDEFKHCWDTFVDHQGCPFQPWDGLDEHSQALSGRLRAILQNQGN
# hIAP activ – increases human intestinal alkaline phosphatase activity. P09923. purified human IAP, CDP-Star luminescence, 30 min; active compounds read high; 1 = vehicle-only enzyme, 0 = enzyme-free background. activation factor at 10 µM. 330,000 tested, 0.16% active;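 active = activation factor of the enzyme at least 2-fold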; note: the source names both 10 and 20 µM as test concentration; values of inactives mirror those of a sister screen read the other way
# Target sequence (P09923 whole entry, looked up): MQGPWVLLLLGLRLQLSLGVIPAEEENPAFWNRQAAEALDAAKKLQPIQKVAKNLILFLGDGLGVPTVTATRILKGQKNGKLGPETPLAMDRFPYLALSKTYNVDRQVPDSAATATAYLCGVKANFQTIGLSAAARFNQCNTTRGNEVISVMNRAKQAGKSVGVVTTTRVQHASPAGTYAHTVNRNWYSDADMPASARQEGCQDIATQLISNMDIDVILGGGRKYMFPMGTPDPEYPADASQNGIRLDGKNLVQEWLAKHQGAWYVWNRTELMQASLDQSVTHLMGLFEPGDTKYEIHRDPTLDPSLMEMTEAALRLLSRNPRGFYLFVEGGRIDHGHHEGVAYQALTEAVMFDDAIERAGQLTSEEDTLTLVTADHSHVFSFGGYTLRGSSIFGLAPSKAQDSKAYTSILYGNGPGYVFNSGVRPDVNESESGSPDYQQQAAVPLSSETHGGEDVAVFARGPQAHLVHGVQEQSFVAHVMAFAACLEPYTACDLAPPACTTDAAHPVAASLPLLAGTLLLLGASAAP
# hIAP block – blocks human intestinal alkaline phosphatase | P09923 | purified IAP, CDP-Star luminescence, 30 min | inhibition, % at 10 µM | 330,000 tested, 0.12% active | AID 2544;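 active = inhibition reaching a set limit with compound at 10 µM in the primary screen, cut at about 35% in these data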;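 note: plate controls were DMSO wells with enzyme for no effect and no-enzyme buffer wells for full effect; values of inactives mirror those of a sister screen read the other way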
# MIN6 prolif – induces beta-cell replication in MIN6 cells | 330,000 tested, 0.29% active | proliferation, % at 10 µM | MIN6 cells proliferation, ATPlite luminescence, 48 h; cells starved in 0.2% serum; 100% = growth in 10% serum | AID 2380;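 active = compounds whose signal lies at least 3.5 SD above the mean of all wells on their plate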;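 note: 0% = DMSO-treated cells in low-serum medium and 100% = 10% serum control; some compounds called inactive have numbers as strong as hits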
# GRIN3A LBD mod – modulates the human NR3A ligand-binding domain. NR3A LBD differential scanning fluorimetry, Tm shift; 0% = protein alone, 100% = glycine-bound protein. Tm shift relative to glycine control, % at 25 µM. 340,000 tested, 2.5% active. AID 1259313;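 active = melting temperature shift of at least 10% of the positive control shift, at one fixed dose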
# MPTP inh – inhibitors of mitochondrial permeability transition pore. 360,000 tested, 1.4% active. AID 602449. inhibition, % at 10 µM. isolated mouse mitochondria, Ca2+ swelling absorbance, 30 min;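 active = inhibition of 50% or more, scaled per plate between neutral and stimulator controls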;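 note: 0% = DMSO wells given calcium and 100% = 1 mM EGTA wells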
# The depositor's hits bear a star; nt = no result given.
SMILES,mIAP inh,mIAP act,A3G deaminase,A3A deaminase,hIAP activ,hIAP block,MIN6 prolif,GRIN3A LBD mod,MPTP inh
CCc1ccc(NS(=O)(=O)c2c(C(=O)N3CCCCCC3)c(C)n(C)c2C)cc1,10,0.9,0,2,1.1,-7,-2,-3,0.3
CCOC(=O)c1sc(NC(=O)c2ccc(=O)[nH]c2)nc1C,4,0.96,1,20,1,-4,-3,-2,0.4
O=C(/C=C/c1ccc(Cl)cc1Cl)NCc1ccncc1,-5,1.1,-4,0,1,-2,-2,0,1.5
CCc1ccccc1NC(=O)CN(C)Cc1c(O)ccc2ccccc12,0,1,-7,-1,1.4,-41,-3,-9,2.0
O=C1CCN(N=Nc2cccc(Cl)c2)N1,8,0.92,30,2,1.1,-12,-2,nt,nt
COC(=O)[C@@]1(Cc2ccc(OC)cc2)[C@H]2c3cc(C(=O)N(C)C)n(CCc4ccc(OC)c(Br)c4)c3C[C@H]2CN1C(=O)c1ccccc1,22,0.78,-8,-4,0.93,7,-8,nt,nt
CCOC(=O)C1=C(CN2CCCCC2)NC(=O)NC1c1cc(C)ccc1C (stereo not given),4,0.95,0,1,0.97,3,-1,-2,-0.7
Cc1ccc(N2CCN(C(=S)Nc3ccc(Cl)cc3)CC2)cc1,-10,1.1,-3,-4,1.3,-27,-2,1,0.5
O=C(CCc1ccccc1)NCCSCc1c(F)cccc1Cl,-8,1.1,-7,-1,0.76,24,0,0,-0.5
Cc1c(C(=O)N2CCOCC2)sc2ncn(CC(=O)N3CCC(C)CC3)c(=O)c12,-5,1.1,-7,-4,0.98,2,-4,2,2.4
Cn1ccnc1-c1nnn(-c2ccc(F)cc2)n1,-9,1.1,-8,-4,0.84,16,-2,-1,-1.9
O=C(N/N=C/c1ccc2nccnc2c1)c1ccc(Br)cc1,22,0.78,-4,-1,0.83,17,0,0,0.0
COc1ccc(C(=O)NNC(=O)Cn2nnc(-c3ccc(OC)c(OC)c3)n2)cc1,11,0.89,-7,-4,0.87,13,0,0,-1.3
CCOC(=O)C1=C(C)OC(N)=C(C#N)C1c1cncc(-c2ccc(F)cc2)c1 (stereo not given),0,1,-4,1,1,-4,-3,-4,-1.1
COc1cccc(/C=N/n2nnnc2N)c1OCc1ccccc1Cl,8,0.92,-3,1,0.9,10,2,-28,1.8
COC(=O)C1N[C@@H]([C@@H](NC(=O)COc2ccccc2)C(=O)NCc2ccc(OC)cc2)SC1(C)C (stereo not given in full),-1,1,-6,-3,0.93,7,3,0,-0.4
COc1ccc(CNC(=O)c2cnn3c(C(F)F)cc(C)nc23)cc1OC,-13,1.1,-9,-1,1.2,-17,-4,0,-0.2
COCCNC(=O)CN(Cc1cccs1)C(=O)CCC(=O)Nc1nccs1,8,0.92,-1,-1,0.97,2,4,0,1.2
NC(=O)N(N)c1nc(N2CCCC2)nc(N2CCCC2)n1,9,0.91,-10,-6,0.98,2,8,0,0.2
CCOc1cccc(/C(O)=C2/C(=O)C(=O)N(Cc3cccnc3)C2c2ccco2)c1 (stereo not given),5,0.95,-2,-1,1,-2,2,-2,-0.8
COc1ccc(C2=CC(c3ccc(OC)c(OC)c3)NC(=S)N2)cc1 (stereo not given),9,0.91,-5,-2,1.1,-6,-1,0,-2.9
CCn1cc(C(=O)NCCCN(CC(C)C)CC(C)C)c(=O)c2cc(S(=O)(=O)N(C)C3CCCCC3)ccc21,9,0.91,4,3,0.97,3,-5,-1,0.0
COC(=O)CC(NC(=O)Nc1ccccc1F)c1ccc2c(c1)OCO2 (stereo not given),1,0.99,-7,0,1.1,-6,3,-2,-1.0
COc1ccc(Cc2nnc(N)s2)cc1,-1,1,-3,-3,0.96,4,-2,2,0.1
CCOC(=O)C1CCN(C(=O)COC(=O)c2cc(-c3cccs3)nn2-c2ccccc2)CC1,-2,1,1,4,1,-3,4,-2,7.9
O=C(CN1C(=O)CSc2ccccc21)Nc1ccc2c(c1)OCCO2,-2,1,-3,1,1.2,-16,-3,0,-1.3
O=C(OCCOc1ccc(Br)cc1)c1cnccn1,-15,1.2,-5,-3,1.2,-17,-2,-4,0.5
CCc1ccc(NC(=S)NC(=O)CC(C)C)cc1,8,0.92,-7,-4,0.95,5,-6,7,3.4
Cc1c(Cc2ccccc2)c(=O)oc2c(C)c(OCC(=O)Nc3ccc(C#N)cc3)ccc12,-5,1,4,2,1,0,0,2,-6.1
O=C(CN1CCN(c2ccc(F)cc2)CC1)Nc1nccs1,8,0.92,-11,-2,1,-4,0,-4,-0.1
CCOc1ccccc1C(=O)NC(C)c1ccc2c(c1)OCO2 (stereo not given),7,0.93,-5,2,0.95,5,-3,-1,-0.2
CSc1cccc(NC(=O)C2CCN(S(C)(=O)=O)CC2)c1,-14,1.1,-3,-6,0.91,9,-4,0,1.0
COc1ccc2oc(C(=O)OCC(=O)Nc3ccc(N4CCOCC4)cc3)c(C)c2c1,-2,1,-2,5,1.2,-22,-1,1,1.3
O=C(c1ccco1)N1CCN(Cc2cn[nH]c2-c2ccc(F)cc2F)CC1,3,0.97,-6,1,1.1,-8,1,-1,2.5
O=C(O)c1nn(CC(=O)N2CCN(c3ccccc3)CC2)c(=O)c2ccccc12,-4,1,-8,1,1.1,-11,-2,1,0.1
Cc1ccc(C)c(-c2nn(-c3cc(N4CCN(CCO)CC4)ccc3[N+](=O)[O-])c(=O)c3ccccc23)c1,18,0.82,-2,0,1.1,-7,-6,-8,-1.5
c1ccc(C2[C@H]3CN(Cc4cccnc4)[C@H](c4ccccc4)C34CC2(c2cccnc2)C4)cc1 (stereo not given in full),-5,1.1,-9,-5,0.86,14,-8,4,-0.1
O=C(NCc1ccccn1)C1CC(c2ccc(F)cc2)=NO1 (stereo not given),1,0.99,-3,3,0.98,2,1,1,-0.1
CCN1CCN(CCCNC(=O)c2ccc3c(=O)n(CCc4ccccc4)c(=O)[nH]c3c2)CC1,-7,1.1,-3,-1,1,0,-2,0,-1.1
O=C(NN1C(=O)c2ccccc2NC1c1ccco1)c1ccc([N+](=O)[O-])cc1 (stereo not given),-14,1.1,-5,6,1.1,-6,-5,1,-0.7
CC(C)N(C(=O)COC(=O)c1cncc(Br)c1)C(C)C,8,0.92,-4,3,0.96,4,-2,-3,0.5
COc1cc(C(=O)NCc2nnc(SCC(=O)Nc3cccc(C)c3)o2)cc(OC)c1OC,11,0.89,-3,-5,0.87,13,2,0,0.4
CCC(C)[C@@H](CN)NCC1(c2ccccc2)CC1 (stereo not given in full),-5,1,1,1,1.2,-16,0,-1,-0.5
COc1ccc(CCNC(=O)Cn2cc(C(F)(F)F)cc(Cl)c2=O)cc1OC,-7,1.1,-6,-1,0.99,1,1,-2,-0.9
COC(=O)c1cn(NC(=O)CCC2CCCC2)c(=O)c2ccccc12,3,0.97,2,4,1.3,-27,-3,2,-1.6
CC1(C)Cc2nc3oc4c(=O)n(CC(=O)Nc5ccccc5)cnc4c3cc2CO1,10,0.9,-9,-5,0.92,8,-1,0,0.2
COC(=O)CC1C(=O)NCCN1C(=S)NC(=O)c1ccccc1[N+](=O)[O-] (stereo not given),3,0.97,-6,-1,1.1,-11,0,3,-0.1
CCCn1c(SCC(=O)Nc2ccc(F)c(Cl)c2)nc(O)cc1=O,16,0.84,-6,-6,1,-2,-5,-15,1.8
COc1ccccc1NC(=O)Cn1cnc2c(oc3nc4c(cc32)CCCC4)c1=O,6,0.94,-5,-3,1.2,-16,2,0,1.6
COc1cc2cc(CCCOC(=O)CCC(=O)O)oc(=O)c2cc1OC,-2,1,-8,-2,1,-4,-3,-1,0.7
COCCNC(=O)[C@H]1N2C(=O)c3c(ccc(OC)c3OC)C2SC1(C)C (stereo not given in full),-4,1,-8,0,1,-1,1,0,-1.3
O=C(Cc1ncc(C(F)(F)F)cc1Cl)N1CCN(c2ccccn2)CC1,-4,1,-3,0,0.98,2,-2,0,-0.6
COc1ccc2oc(=O)c(C(=O)Nc3cccc(C(C)=O)c3)cc2c1,2,0.98,-7,-5,1.2,-16,1,2,0.1
Cc1ccc(-c2sc(-c3ccccc3)nc2CC(=O)Nc2ccccc2F)cc1,5,0.95,-1,-1,0.95,5,-2,-1,6.0
COCC(=O)Nc1ccc(N2CCOCC2)c(S(=O)(=O)Nc2ccc(OC)cc2)c1,-2,1,-5,0,1.1,-14,-2,1,-1.5
CCC(=O)Nc1cc(=O)[nH]c2nc(-c3ccc(Cl)cc3)nn12,-6,1.1,-1,5,1,-2,0,0,1.0
COCCCNc1nc2ccccc2nc1NS(=O)(=O)c1ccc(OC)cc1,-6,1.1,-8,-1,0.94,6,3,3,-1.1
COc1ccc(C(=O)NCCn2cc(SCC(=O)Nc3cc(C)on3)c3ccccc32)cc1OC,-15,1.1,0,2,1.1,-8,-1,1,-1.0
COc1ccc(Br)cc1C(=O)Nc1ccc(C(=O)NCC(C)C)cc1,4,0.96,-3,19,1.1,-10,1,-5,-1.1
COc1ccc(C(=O)NCCCc2ccccc2)cc1,-1,1,-6,2,0.83,17,-3,0,1.8

# Quoted from the listing, 4 compounds:
SMILES,mIAP inh,mIAP act,A3G deaminase,A3A deaminase,hIAP activ,hIAP block,MIN6 prolif,GRIN3A LBD mod,MPTP inh
COC(=O)CC1C(=O)NCCN1C(=S)NC(=O)c1ccccc1[N+](=O)[O-] (stereo not given),3,0.97,-6,-1,1.1,-11,0,3,-0.1
CCCn1c(SCC(=O)Nc2ccc(F)c(Cl)c2)nc(O)cc1=O,16,0.84,-6,-6,1,-2,-5,-15,1.8
COc1ccccc1NC(=O)Cn1cnc2c(oc3nc4c(cc32)CCCC4)c1=O,6,0.94,-5,-3,1.2,-16,2,0,1.6
COc1cc2cc(CCCOC(=O)CCC(=O)O)oc(=O)c2cc1OC,-2,1,-8,-2,1,-4,-3,-1,0.7

# More results.
SMILES,mIAP inh,mIAP act,A3G deaminase,A3A deaminase,hIAP activ,hIAP block,MIN6 prolif,GRIN3A LBD mod,MPTP inh
CCCN(CC(=O)Nc1ccccc1C)C(=O)Cc1n[nH]c(=O)c2ccccc12,6,0.94,-6,1,1.1,-8,-1,1,-0.2
O=C(c1ccc(CSCc2ccccc2F)o1)N1CCN(c2ccc(N3CCOCC3)nn2)CC1,7,0.93,-8,-5,0.94,6,2,0,-0.6
NS(=O)(=O)c1cccc(NC(=O)c2cncc(Br)c2)c1,4,0.96,4,11,0.96,4,-1,-2,1.7
CSc1nnc(CNC(=O)c2ccccc2)n1-c1ccc(F)cc1,-3,1,1,1,1,-2,0,0,-0.1
Nc1ccccc1SC(C[N+](=O)[O-])c1ccccc1 (stereo not given),6,0.94,76*,0,0.88,12,-4,4,9.5
COc1ccc(C(=O)Cn2c(C(=O)/C=C/c3ccccc3)nc3ccccc32)cc1,8,0.92,-4,-2,0.99,1,-5,-2,0.8
Cc1ccccc1NC(=O)c1ccccc1-c1ccccc1,2,0.98,-4,0,0.91,9,-2,2,-0.8
OCCC1CN(Cc2cccc3nonc23)CCN1Cc1ccsc1 (stereo not given),-7,1.1,-2,-3,1.1,-14,2,-2,-0.6
CC(=O)Nc1ccc(NS(=O)(=O)c2cc([N+](=O)[O-])ccc2C)cc1,-1,1,2,3,1.1,-5,1,1,-0.5
O=C1CC/C=C\C[C@@H](CC(=O)N(CCO)Cc2ccccc2)C(=O)N2CCC[C@H]2CO1,1,0.99,12,-2,0.87,13,0,1,0.5
COc1cccc(C2CC(c3cccc(OC)c3)n3nc(N)nc3N2)c1 (stereo not given),3,0.97,-7,-1,0.94,6,-2,-2,-2.6
CCc1ccccc1Nc1nc(N)nc(CSCC(=O)Nc2ccc(C)c(C)c2)n1,4,0.96,-6,-6,1.1,-12,0,0,2.4
